# Screening results deposited in PubChem BioAssay by several laboratories.
# Peg3 prom inh: reduces Peg3 promoter-driven luciferase expression in HeLa; HeLa PEG-Prom luciferase reporter, luminescence, overnight; inhibition, % at 20 µM; 360,000 compounds, 1.7% hits; AID 588405;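 active means inhibition of at least 50% at 20 µM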
# CaV13 FRET inh: Primary screen for inhibitors of IQ motif and Ca2+-dependent inactivation inhibitor domain binding in CACNA1D, Förster resonance energy transfer in living cells, …. HEK cells, CFP/YFP FRET ICDI-IQ, plate reader, 10 min; percent FRET-ratio fall versus neutral wells. AID 743397. 340,000 compounds, 0.098% hits. inhibition, % at 12.3 µM;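 active means mean replicate inhibition of at least 30% and at least 1% of replicates passing that level; inconclusive means only one of the two criteria is met; inactive means neither criterion is met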;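 further: 0% = median of the neutral control wells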
# CF NFkB block: inhibitors of cystic fibrosis induced NF-kB | KKLEB NF-kB-GFP reporter, PAF-induced, GFP fluorescence overnight | inhibition, % at 5 µM | 360,000 compounds, 0.86% hits;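 active means at least 50% inhibition at 5 µM, scaled per plate between neutral and stimulator controls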;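 further: PAF is a Pseudomonas aeruginosa culture filtrate used as stimulus; plate controls were PAF-stimulated DMSO wells for no effect and unstimulated DMSO wells for full effect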
# HIF-2a inh: HIF-2a inhibition. inhibition, % at 18.8 µM. 360,000 compounds, 0.72% hits. 786-0 RCC cells HIF-2a reporter, luciferase luminescence, overnight;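 active means inhibition of the luminescence signal of 40% or more relative to plate controls, in a single-dose primary screen at 18.75 µM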
# PDI turbidity: blocks human protein disulfide isomerase activity. 350,000 compounds, 0.052% hits. inhibition, % at 10 µM. P07237. PDI insulin aggregation turbidity, A650, 90 min. AID 588391;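 active means mean inhibition across replicates of 30% or more, whatever share of single replicates reach that level; inconclusive means mean inhibition below 30% while every single replicate reaches 30%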;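 further: absorbance from insulin aggregation driven by PDI reduction with DTT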
# Target sequence (P07237 whole entry, looked up): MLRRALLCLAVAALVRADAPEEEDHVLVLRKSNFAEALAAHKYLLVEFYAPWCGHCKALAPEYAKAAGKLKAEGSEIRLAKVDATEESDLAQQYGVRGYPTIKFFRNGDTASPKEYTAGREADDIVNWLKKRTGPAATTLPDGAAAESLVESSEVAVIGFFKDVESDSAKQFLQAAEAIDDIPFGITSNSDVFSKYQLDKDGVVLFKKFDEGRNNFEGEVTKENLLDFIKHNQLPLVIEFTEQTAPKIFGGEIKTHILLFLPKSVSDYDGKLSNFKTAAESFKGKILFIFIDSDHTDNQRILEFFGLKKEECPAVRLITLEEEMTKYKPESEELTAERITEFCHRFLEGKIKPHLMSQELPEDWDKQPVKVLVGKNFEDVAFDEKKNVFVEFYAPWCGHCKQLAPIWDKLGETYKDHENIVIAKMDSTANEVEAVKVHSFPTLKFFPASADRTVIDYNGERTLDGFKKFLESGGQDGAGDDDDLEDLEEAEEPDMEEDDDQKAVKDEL
# KKLEB cytotox: reduces viability of KKLEB cystic fibrosis airway cells | KKLEB CF airway cells viability, ATPlite luminescence, overnight; active compounds read low; cells stimulated with P. aeruginosa culture filtrate | activity change (cytotoxicity), % at 5 µM | AID 602141 | 360,000 compounds, 0.36% hits;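 active means corrected activity change at or below -50% at 5 µM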
# Shn3 3UTR inh: reduces Shn3 3'UTR luciferase signal in osteoblasts. inhibition, % at 12.5 µM. 360,000 compounds, 0.52% hits. Clone20 osteoblast Shn3 3'UTR firefly luciferase, 24 h;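 active means mean inhibition of at least 75% with every replicate also reaching 75%; inconclusive means mean inhibition at least 75% but some replicate below; inactive means mean inhibition below 75%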;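 further: 0% = median of neutral control wells and 100% = pilot-screen positive control compound; some compounds past the cut are filed as inactive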
# Vif imaging: blocks HIV Vif function; HEK293T cells, Vif self-association by quenched fluorescence, imaging, 24 h; inhibition, % at 7.49 µM; 340,000 compounds, 0.35% hits; in the data active means inhibition above about 50%, passing the limit was not always enough; inconclusive means no clear call, values can overlap the other calls; inactive means below about 31%; further: some results filed as inactive read as strong as hits
# TRPM1 prom inh: inhibitors of MITF-driven TRPM1 promoter in melanoma cells | SK-MEL-5 TRPM1 promoter luciferase, 24 h | inhibition, % at 12.5 µM | 330,000 compounds, 0.83% hits;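 active means mean inhibition across replicates of 60% or more, whatever share of single replicates reaches that level; inconclusive means some that reach 60%, reason not given; inactive means mean inhibition across replicates below 60%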; further: values of inactives mirror those of a sister screen read the other way
# NR2E3 ag-1: NR2E3 (human) agonism; Q9Y5X4; GST-NR2E3/biotin-RetCOR TR-FRET, 1536-well; inhibition of corepressor binding, % at 4.78 µM; 320,000 compounds, 0.12% hits; AID 2300;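 active means percent inhibition above the cutoff of mean plus 3 SD of all tested compounds, set per screening campaign, cut at about 20% in these data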;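 further: 0% = DMSO wells and 100% = biotin wells as full block of FRET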
# Target sequence (Q9Y5X4 whole entry, looked up): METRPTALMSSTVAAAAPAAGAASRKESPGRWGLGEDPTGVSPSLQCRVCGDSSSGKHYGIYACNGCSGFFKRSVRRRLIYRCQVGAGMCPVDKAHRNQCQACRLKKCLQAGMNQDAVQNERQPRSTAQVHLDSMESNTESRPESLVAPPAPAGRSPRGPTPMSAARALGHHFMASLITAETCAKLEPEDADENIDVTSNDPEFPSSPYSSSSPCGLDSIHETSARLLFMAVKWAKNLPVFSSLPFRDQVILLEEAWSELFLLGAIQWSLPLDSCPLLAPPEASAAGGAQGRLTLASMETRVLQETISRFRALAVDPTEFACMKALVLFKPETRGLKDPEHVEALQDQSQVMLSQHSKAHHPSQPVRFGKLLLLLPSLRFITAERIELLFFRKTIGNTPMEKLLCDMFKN
#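 System: GST-tagged NR2E3 plus biotinylated RetCOR corepressor; Buffer or medium: pH 7.5 Tris-based buffer; Probe or stimulus: RetCOR corepressor, biotinylated, 7 nM; Doses: compound at 4.8 µM, single dose; Schedule: 5 h incubation at 4 °C; Technique: time-resolved FRET; Evaluation: percent inhibition of TR-FRET ratio; Replication: one well per compound, singlicate testing.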
# NR2E3 ag-2: activates human NR2E3 receptor | Q9Y5X4 | CHO-S Gal4-NCOR/VP16-NR2E3 two-hybrid, luciferase | inhibition of corepressor binding, % at 3.98 µM | 360,000 compounds, 0.35% hits | AID 602229;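 active means inhibition above the mean of all tested compounds plus 3 SD, cut at about 70% in these data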;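 further: 0% = DMSO with NR2E3 transfected cells and 100% = cells lacking NR2E3 construct; higher means lower luciferase signal from less NR2E3 corepressor binding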
# * hit, by the source's call; ? = inconclusive; nt = no result given.
# Start of the data: the first three compounds, to show the layout:
SMILES,Peg3 prom inh,CaV13 FRET inh,CF NFkB block,HIF-2a inh,PDI turbidity,KKLEB cytotox,Shn3 3UTR inh,Vif imaging,TRPM1 prom inh,NR2E3 ag-1,NR2E3 ag-2
CCOC(=O)c1c(-c2ccccc2Cl)csc1NC(=O)c1cc(S(=O)(=O)N2CCOCC2)ccc1C,13,-5,7,9,-4,2,37,-1,19,0,-9
Cc1nc2c(-c3ccc(Cl)cc3)cnn2c2c1CCC2,-144,-5,18,-153,2,-7,0,2,-11,0,-36
Cc1ccc(S(=O)(=O)N(C)C)cc1NC(=O)c1n[nH]c(=O)c2ccccc12,4,-16,-4,20,8,0,3,6,0,-1,13

# This part in full, from the first entry:
SMILES,Peg3 prom inh,CaV13 FRET inh,CF NFkB block,HIF-2a inh,PDI turbidity,KKLEB cytotox,Shn3 3UTR inh,Vif imaging,TRPM1 prom inh,NR2E3 ag-1,NR2E3 ag-2
CCOC(=O)c1c(-c2ccccc2Cl)csc1NC(=O)c1cc(S(=O)(=O)N2CCOCC2)ccc1C,13,-5,7,9,-4,2,37,-1,19,0,-9
Cc1nc2c(-c3ccc(Cl)cc3)cnn2c2c1CCC2,-144,-5,18,-153,2,-7,0,2,-11,0,-36
Cc1ccc(S(=O)(=O)N(C)C)cc1NC(=O)c1n[nH]c(=O)c2ccccc12,4,-16,-4,20,8,0,3,6,0,-1,13
Cc1ccc(Nc2nnc(SCC(=O)c3ccc(Br)s3)s2)c(C)c1,14,-2,-2,0,8,8,12,2,11,-2,-34
CCN(CC)C(=O)c1cncc(C(=O)N(CC)CC)c1-c1ccccc1,-8,-9,0,-1,1,-5,-55,4,2,-3,-25
COc1ccc(CN(C(=O)c2snc(C(N)=O)c2N)C(C(=O)NC2CCCC2)c2ccc(OC)c(OC)c2)cc1 (configuration not stated),0,-3,-5,7,-12,1,4,-10,-2,1,-10
O=C(COC(=O)CCc1c[nH]c2ccccc12)NC1CCS(=O)(=O)C1 (configuration not stated),3,nt,-20,8,3,9,-1,nt,0,-2,3
COc1ccc(S(=O)(=O)NCCN2CCNC2=O)cc1OC,9,-5,-12,9,-2,-8,6,12,nt,0,27
N#Cc1cccc(S(=O)(=O)NCC(=O)OCC(=O)NCc2ccccc2)c1,13,-6,2,0,0,-5,-2,-1,-9,3,-23
Cc1ccc(Cl)cc1NC(=O)Cn1cccc1,-3,-5,-3,11,0,-6,-8,2,1,2,0
CC(C)(C)C(=O)Nc1cc(C(F)(F)F)ccc1N1CCOCC1,9,nt,6,18,1,-1,7,-5,-6,0,-12
COc1ccc(S(=O)(=O)n2nc(C)cc2C)c(C)c1C,3,-9,12,9,-2,-1,7,-1,10,3,-24
O=C(NCc1ccc2c(c1)OCO2)c1cccc(Cl)c1,-23,-1,-4,-33,6,3,-11,10,-8,2,-42
c1ccc2c(c1)c1ccccc1n1c(-c3ccc4c(c3)OCO4)nnc21,46,-5,-52,11,-3,-11,2,-4,9,-1,-7
O/N=C1/C2C3CC4C5C3C1C5C1(OCCO1)C42 (configuration not stated),4,-8,10,-5,-1,1,12,-10,17,0,11
O=C1CSc2ccc(C(=O)NCCC3=CCCCC3)cc2N1,-105,-4,-17,-174,7,9,-17,-3,-25,-2,-44
COc1ccc(OC)c(NC(=O)C2CCCN2C(=O)OCc2ccccc2)c1 (configuration not stated),7,-5,11,19,-2,-11,8,-3,4,0,13
O=c1[nH]cnc2scc(-c3ccc(-c4ccccc4)cc3)c12,-243,-5,23,-219,-9,-24,-30,-8,-16,0,-161
Cc1cc(NC(=O)COC(=O)CNS(=O)(=O)c2c(F)cc(F)cc2Br)no1,14,-4,-5,10,-6,12,-13,16,2,nt,-18
Cc1ccc(C)c(C(C)NC(=S)NCc2ccc(F)cc2)c1 (configuration not stated),24,-13,4,11,3,24,9,7,11,0,29

# Part of the list above in another layout:
# The line under a structure holds: Peg3 prom inh | CaV13 FRET inh | CF NFkB block | HIF-2a inh | PDI turbidity | KKLEB cytotox | Shn3 3UTR inh | Vif imaging | TRPM1 prom inh | NR2E3 ag-1 | NR2E3 ag-2
COc1ccc(OC)c(NC(=O)C2CCCN2C(=O)OCc2ccccc2)c1 (configuration not stated)
→ 7 | -5 | 11 | 19 | -2 | -11 | 8 | -3 | 4 | 0 | 13
O=c1[nH]cnc2scc(-c3ccc(-c4ccccc4)cc3)c12
→ -243 | -5 | 23 | -219 | -9 | -24 | -30 | -8 | -16 | 0 | -161
Cc1cc(NC(=O)COC(=O)CNS(=O)(=O)c2c(F)cc(F)cc2Br)no1
→ 14 | -4 | -5 | 10 | -6 | 12 | -13 | 16 | 2 | nt | -18
Cc1ccc(C)c(C(C)NC(=S)NCc2ccc(F)cc2)c1 (configuration not stated)
→ 24 | -13 | 4 | 11 | 3 | 24 | 9 | 7 | 11 | 0 | 29

# (further entries)
SMILES,Peg3 prom inh,CaV13 FRET inh,CF NFkB block,HIF-2a inh,PDI turbidity,KKLEB cytotox,Shn3 3UTR inh,Vif imaging,TRPM1 prom inh,NR2E3 ag-1,NR2E3 ag-2
CCn1c(SCc2ccc([N+](=O)[O-])cc2)nnc1C(C)NC(=O)c1ccc(C)cc1 (configuration not stated),8,-14,19,18,-12,-14,5,1,6,-3,-17
COc1ccc(-c2nc(-c3ccc(Br)o3)no2)cc1,-222,-7,-37,-209,-5,-5,-40,-1,-24,0,-89
O=C(Nc1nc2ccccc2[nH]1)NC1CCCCC1,-209,nt,2,-156,-9,3,-4,-8,-20,2,-145
CCOc1ccc(CC(=O)N2CCN=C2SCc2ccc([N+](=O)[O-])cc2)cc1,-6,-7,24,9,-4,8,-4,-2,-4,-1,4
CC(=O)c1ccc(NC(=O)/C(=C\c2cccs2)NC(=O)c2ccco2)cc1,-19,1,-15,-22,5,2,-1,0,-1,0,-24
COc1cc(Cl)c(C)cc1NC(=O)COC(=O)C1=COCCO1,1,-4,-7,-4,-7,-8,-2,-7,-6,2,-8
Oc1ccccc1N=Cc1c(O)ccc2ccccc12,-17,-8,-10,-1,-3,4,35,nt,30,nt,1
O=C(O)C1CCCCC1C(=O)NC(c1ccccc1)c1ccccc1 (configuration not stated),23,-2,3,16,2,-1,3,1,-7,3,6
Cc1ccc(Cl)cc1NC(C#N)c1ccccc1 (configuration not stated),-13,-5,-10,15,0,-1,-12,0,4,1,-4
COc1cccc(C(=S)N2CCCC2)c1OC,5,-3,8,19,-7,0,4,29,3,1,-23
Cc1cccc2cc3c(nc12)SC(=NCC1CCCO1)N(Cc1ccco1)C3 (configuration not stated),11,nt,6,23,-4,-18,-18,-22,6,0,-15
COc1ccc(NC(=O)c2cccc(F)c2)cc1Cl,-338,-4,6,-234,-2,-2,-55,6,-55,2,-91
O=C(NCc1ccco1)Nc1ccc(Br)cc1,-115,0,-14,-148,2,6,-31,12,-29,0,-17
Cn1c(=O)c2ncn(CC(=O)N/N=C/c3ccco3)c2n(C)c1=O,15,-3,3,21,-6,9,6,-2,-10,1,24
Cc1cc(NCc2ccc(F)cc2Cl)n2nnnc2n1,-8,nt,-8,14,-7,1,3,nt,-12,1,6
O=C(CN1CCCCCC1)Nc1cccc([N+](=O)[O-])c1,10,6,4,5,7,6,5,-3,-2,-3,7
CCCn1c(=O)c2ccccc2n2c(SCCOc3ccccc3)nnc12,9,-8,5,2,-4,4,9,1,-8,2,-14
O=C(NC1CCCC1)C1CCCN1C(=O)Nc1ccccc1Cl (configuration not stated),2,nt,1,16,3,0,-8,8,-3,1,9
O=C(O)c1nn(CCOc2ccccc2F)c(=O)c2ccccc12,1,-4,-17,-31,6,5,-26,-30,-20,4,-20
NS(=O)(=O)c1ccc2nc(NC(=O)C3=COCCO3)sc2c1,-185,-3,-35,-111,4,13,-134,-3,-45,1,-121

# A run of entries of the results above:
SMILES,Peg3 prom inh,CaV13 FRET inh,CF NFkB block,HIF-2a inh,PDI turbidity,KKLEB cytotox,Shn3 3UTR inh,Vif imaging,TRPM1 prom inh,NR2E3 ag-1,NR2E3 ag-2
O=C(NC1CCCC1)C1CCCN1C(=O)Nc1ccccc1Cl (configuration not stated),2,nt,1,16,3,0,-8,8,-3,1,9
O=C(O)c1nn(CCOc2ccccc2F)c(=O)c2ccccc12,1,-4,-17,-31,6,5,-26,-30,-20,4,-20
NS(=O)(=O)c1ccc2nc(NC(=O)C3=COCCO3)sc2c1,-185,-3,-35,-111,4,13,-134,-3,-45,1,-121

# New compounds follow
SMILES,Peg3 prom inh,CaV13 FRET inh,CF NFkB block,HIF-2a inh,PDI turbidity,KKLEB cytotox,Shn3 3UTR inh,Vif imaging,TRPM1 prom inh,NR2E3 ag-1,NR2E3 ag-2
O=C1CCC/C=C\C[C@@H](CC(=O)N(CCO)Cc2ccccc2)C(=O)N2CCC[C@H]2CO1,3,-10,-25,9,0,3,3,-6,6,nt,-5
CC(=O)N1CCCc2cc(S(=O)(=O)Nc3ccc4c(c3)OCO4)ccc21,-18,-5,-14,-55,11,0,6,-11,14,-2,5
CC(C)c1nnc(NC(=O)CCS(=O)(=O)c2nc(-c3cccs3)cc(C(F)(F)F)n2)s1,107*,-4,95*,1,-1,-13,99*,?,60,-1,-7
O=C(Cn1c(=O)cnc2ccccc21)N1CCCc2ccccc21,-1,-3,-15,16,5,17,0,1,3,5,5
CCOc1ccc(Cl)cc1S(=O)(=O)N1CCC(C(=O)NCc2ccncc2)CC1,-2,-7,3,16,15,-3,-1,14,1,-1,21
O=C(O)C1CC(c2ccc(F)cc2)=NO1 (configuration not stated),1,-7,-13,15,2,13,-6,-5,2,-14,-15
CCOC(=O)C1(Cc2ccccc2)CCCN(Cc2ccc(OCCO)cc2)C1 (configuration not stated),9,-3,-4,15,1,23,6,4,6,2,4
CN(C)/C=C/C(=O)c1cnc2n(c1=O)CCS2,6,-5,-4,-2,1,-4,8,12,-5,2,-20
CC(=O)c1cccc(NC(=O)NC(C)C2CCCO2)c1 (configuration not stated),-1,-6,-1,4,-1,-2,-10,5,7,-1,-14
CCOc1ccc(N2C(=O)CN(C)C2=S)cc1,-10,-3,-4,4,18,6,7,-1,-3,3,-15
COc1cccc(CN(C)C(=O)c2ccc(C)c(S(=O)(=O)N3CCCCC3)c2)c1,6,-2,1,-5,2,8,4,-2,-6,2,-25
Cc1ccc2c(c1)C(=O)OC1(O)C3C4C=CC(C4)C3C(=O)N21 (configuration not stated),13,-5,-2,10,5,1,-3,4,9,1,-18
